SENP6 block = SENP6 protease inhibition | Q9GZR1 | Recombinant SENP6 catalytic domain, aminoluciferin luminescence | inhibition, % at 10 µM | 330,000 tested, 1.8% active | AID 2599;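 active = inhibition above about 50% at the single tested dose, limit read from the data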;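 note: plate controls were DMSO wells with enzyme for no effect and DMSO wells lacking enzyme for full effect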
Target sequence (Q9GZR1 628-1112 limits assumed): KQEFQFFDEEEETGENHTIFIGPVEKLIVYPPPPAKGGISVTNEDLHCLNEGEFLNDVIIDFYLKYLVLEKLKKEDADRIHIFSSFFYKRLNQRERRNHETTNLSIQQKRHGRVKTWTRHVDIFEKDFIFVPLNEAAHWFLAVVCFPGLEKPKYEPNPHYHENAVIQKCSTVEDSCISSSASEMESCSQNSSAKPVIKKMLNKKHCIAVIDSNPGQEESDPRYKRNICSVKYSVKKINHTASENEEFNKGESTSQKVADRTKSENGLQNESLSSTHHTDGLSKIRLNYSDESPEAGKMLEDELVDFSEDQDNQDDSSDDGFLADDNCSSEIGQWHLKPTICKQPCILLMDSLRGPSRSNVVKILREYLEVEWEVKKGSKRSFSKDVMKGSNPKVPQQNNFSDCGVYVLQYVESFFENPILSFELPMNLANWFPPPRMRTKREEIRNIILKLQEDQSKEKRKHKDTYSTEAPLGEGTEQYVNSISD
SENP8 block = blocks human SENP8 cleavage of Nedd8 substrate | recombinant SENP8, Nedd8 substrate fluorescence | inhibition, % at 20 µM | 360,000 tested, 0.64% active; in the data active = inhibition mostly above about 40%, no sharp cut-off; inactive = mostly below about 27%
Target sequence (Q96LD8 whole entry, looked up): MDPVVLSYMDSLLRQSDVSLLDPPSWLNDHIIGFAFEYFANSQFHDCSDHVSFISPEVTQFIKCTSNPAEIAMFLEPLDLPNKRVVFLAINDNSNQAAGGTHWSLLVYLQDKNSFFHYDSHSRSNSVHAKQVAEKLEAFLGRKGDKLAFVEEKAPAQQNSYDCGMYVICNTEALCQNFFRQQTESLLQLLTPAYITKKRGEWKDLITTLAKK
MPTP block = inhibitors of mitochondrial permeability transition pore. isolated mouse mitochondria, Ca2+ swelling absorbance, 30 min. inhibition, % at 10 µM. 360,000 tested, 1.4% active;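 active = inhibition of 50% or more, scaled per plate between neutral and stimulator controls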;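 note: 0% = DMSO wells given calcium and 100% = 1 mM EGTA wells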
PfG6PD inh = PfG6PD (Plasmodium falciparum) enzyme inhibition; PfGluPho enzyme, NADPH resazurin-diaphorase fluorescence; inhibition, % at 20 µM; 350,000 tested, 0.78% active;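 active = inhibition reaching at least a set limit at 20 µM in the primary screen, cut at about 59% in these data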;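 note: 0% = DMSO wells with substrate and 100% = DMSO wells lacking glucose-6-phosphate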
NR3A LBD binder = NR3A (human) ligand-binding domain modulation; NR3A LBD differential scanning fluorimetry, Tm shift; 0% = protein alone, 100% = glycine-bound protein; Tm shift relative to glycine control, % at 25 µM; 340,000 tested, 2.5% active;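 active = melting temperature shift of at least 10% of the positive control shift, at one fixed dose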
ATG4B inh = inhibitors of human ATG4B cysteine protease; 340,000 tested, 0.51% active; inhibition, % at 8.33 µM; Q9Y4P1; ATG4B cleavage of LC3-PLA2, NBD-HPC fluorescence, 1 h; in the data active = inhibition above about 40%
HKDC1 inhibitor = blocks human hexokinase HKDC1 activity; Q2TB90; recombinant HKDC1, G6PDH/diaphorase resazurin coupled fluorescence; inhibition, % at 20 µM; 340,000 tested, 0.16% active; AID 493160;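 active = inhibition above about 35% when tested at 20 µM, limit read from the data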;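 note: plate controls were DMSO wells with enzyme for no effect and DMSO wells lacking enzyme for full effect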
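Test system: Recombinant HKDC1 (HK5) hexokinase enzyme, produced in-house | Input: HKDC1 at 5 µg/mL | Buffer or medium: Tris pH 8.0 buffer with MgCl2, Tween-20, BSA, BME | Schedule: 90 min reaction incubation at room temperature, dark | Technique: Resazurin-to-resorufin fluorescence via G6PDH and diaphorase coupling, 525/613 nm | Controls: DMSO wells with and without enzyme mix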
SENP7 block = inhibitors of human SENP7 protease; Q9BQF6; recombinant SENP7, Z-RLRGG-aminoluciferin luminescence, 40 min; inhibition, % at 5 µM; 330,000 tested, 1.5% active; AID 434973;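 active = inhibition above about 50% at the single test dose, limit read from the data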;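 note: plate controls were DMSO with enzyme for no effect and no enzyme buffer wells for full effect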
Target sequence (Q9BQF6 706-1050 limits assumed): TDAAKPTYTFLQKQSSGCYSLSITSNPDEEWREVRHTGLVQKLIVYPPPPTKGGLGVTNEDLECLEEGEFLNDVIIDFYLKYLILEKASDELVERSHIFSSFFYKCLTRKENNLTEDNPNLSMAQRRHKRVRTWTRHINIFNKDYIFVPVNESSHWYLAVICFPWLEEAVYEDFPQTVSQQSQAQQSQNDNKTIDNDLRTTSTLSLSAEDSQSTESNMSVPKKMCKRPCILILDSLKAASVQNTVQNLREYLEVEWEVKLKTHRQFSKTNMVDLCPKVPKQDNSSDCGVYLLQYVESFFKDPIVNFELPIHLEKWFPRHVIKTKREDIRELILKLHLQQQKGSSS
The depositor's hits bear a star.

What do the screens show for `COc1ccc(CNc2nc(-c3cccnc3)nn2C(=O)C(C)C)cc1`?
SENP8 block: -4; MPTP block: -3.3; PfG6PD inh: -23; NR3A LBD binder: 2; ATG4B inh: -1; HKDC1 inhibitor: 8

What do the screens show for `Cc1ccc(CNC(=O)C2CCC(=O)N(CCc3ccccn3)C2)s1` (stereo unspecified)?
SENP6 block: -2; SENP8 block: 7; MPTP block: -0.7; PfG6PD inh: 9; NR3A LBD binder: -4; ATG4B inh: 4; HKDC1 inhibitor: -8; SENP7 block: 2

Results for Cc1ccc(S(=O)(=O)n2nc(C)cc2C)cc1 ?
SENP6 block: -3; SENP8 block: 22; MPTP block: -2.8; PfG6PD inh: 0; NR3A LBD binder: -4; ATG4B inh: -7; HKDC1 inhibitor: 5; SENP7 block: 1

How did Cc1ccc(CCNC(=O)CS(=O)Cc2nc(-c3cccs3)oc2C)cc1 (stereo unspecified) do in these assays?
SENP6 block: 6; SENP8 block: 20; MPTP block: 0.8; PfG6PD inh: 1; NR3A LBD binder: -1; ATG4B inh: -11; HKDC1 inhibitor: 4; SENP7 block: 0

Results for N/C(=N\OC(=O)CCCN1C(=O)c2ccccc2C1=O)c1ccc(Cl)cc1 ?
SENP6 block: -1; SENP8 block: 20; MPTP block: -0.6; PfG6PD inh: -10; NR3A LBD binder: 0; ATG4B inh: -8; HKDC1 inhibitor: -5; SENP7 block: -4

Results for CC(C)CCOc1ccc(C2(C)NC(=O)N(CN3CCOCC3)C2=O)cc1 (stereo unspecified) ?
SENP6 block: -30; SENP8 block: 10; MPTP block: 2.4; PfG6PD inh: -3; NR3A LBD binder: -1; ATG4B inh: 1; HKDC1 inhibitor: 1; SENP7 block: -11

What do the screens show for `N/C(=N\OS(=O)(=O)c1ccccc1)c1ccccn1`?
SENP6 block: -3; SENP8 block: -60; MPTP block: 1.0; PfG6PD inh: 11; NR3A LBD binder: -1; ATG4B inh: -2; HKDC1 inhibitor: 2; SENP7 block: 2

What do the screens show for `NS(=O)(=O)c1ccc(CNC(=O)c2scc3c2CCCC3)cc1`?
SENP6 block: 1; SENP8 block: 7; MPTP block: -0.5; PfG6PD inh: -6; NR3A LBD binder: -2; ATG4B inh: -6; HKDC1 inhibitor: -2; SENP7 block: 4

What do the screens show for `COc1ccccc1NC(=O)c1ccc(NC(=O)CN2CCCCC2)cc1`?
SENP6 block: -6; SENP8 block: 7; MPTP block: -1.1; PfG6PD inh: -7; NR3A LBD binder: 2; ATG4B inh: -3; HKDC1 inhibitor: -4; SENP7 block: 5

Results for Cc1ccc(-n2c(Cn3ncc4ccccc4c3=O)n[nH]c2=S)cc1 ?
SENP6 block: -17; SENP8 block: 23; MPTP block: 0.1; PfG6PD inh: 33; NR3A LBD binder: -4; ATG4B inh: -2; HKDC1 inhibitor: -4; SENP7 block: 0

How did Cc1ccc(OCC(=O)Nc2ccc(C)c(S(=O)(=O)N3CCCCCC3)c2)c([N+](=O)[O-])n1 do in these assays?
SENP6 block: 24; SENP8 block: 11; MPTP block: 0.4; PfG6PD inh: -5; NR3A LBD binder: -2; ATG4B inh: -1; HKDC1 inhibitor: 3; SENP7 block: 8

Results for COc1ccc(-c2noc(CCC(=O)N3CCN(Cc4ccccc4)CC3)n2)cc1 ?
SENP6 block: -6; SENP8 block: 8; MPTP block: -1.1; PfG6PD inh: -5; NR3A LBD binder: -1; ATG4B inh: -5; HKDC1 inhibitor: -1; SENP7 block: -7

Results for CC(C)(C)c1cc(NC(=O)c2ccco2)n(-c2ccccc2)n1 ?
SENP6 block: 13; SENP8 block: 8; MPTP block: -0.8; PfG6PD inh: 2; NR3A LBD binder: 0; ATG4B inh: -8; HKDC1 inhibitor: -2; SENP7 block: 6

What do the screens show for `O=C(Nc1cccc(F)c1)Nc1ccnn1C1CCN(C(=O)CCN2CCCO2)CC1`?
SENP6 block: -3; SENP8 block: 1; MPTP block: -1.8; PfG6PD inh: -5; NR3A LBD binder: -4; ATG4B inh: 27; HKDC1 inhibitor: -5; SENP7 block: 0

How did CCSc1nnc(CSc2ncccn2)n1C do in these assays?
SENP6 block: 0; SENP8 block: 15; MPTP block: 1.2; PfG6PD inh: 2; NR3A LBD binder: 0; ATG4B inh: -3; HKDC1 inhibitor: -4; SENP7 block: 2

What do the screens show for `O=C(O)CCCn1cc(NC(=O)c2cccc(F)c2)cn1`?
SENP6 block: -20; SENP8 block: 23; MPTP block: -1.4; PfG6PD inh: -7; NR3A LBD binder: -1; ATG4B inh: 12; HKDC1 inhibitor: -1; SENP7 block: -22

Results for O=C(C1=COCCO1)N1CCN(S(=O)(=O)c2cccc(Cl)c2Cl)CC1 ?
SENP6 block: -2; SENP8 block: 12; MPTP block: 1.8; PfG6PD inh: -4; NR3A LBD binder: -1; ATG4B inh: -10; HKDC1 inhibitor: -1; SENP7 block: 1

How did Cc1nn(-c2cc(C(F)(F)F)ccc2Cl)c2nc(C(F)(F)F)[nH]c(=O)c12 do in these assays?
SENP6 block: 1; SENP8 block: 2; MPTP block: 1.6; PfG6PD inh: 5; NR3A LBD binder: 1; ATG4B inh: -7; HKDC1 inhibitor: -8; SENP7 block: 6

What do the screens show for `CCN(CC)C(=O)CSc1nc(N)c(C#N)c(-c2cccs2)c1C#N`?
SENP6 block: -8; SENP8 block: -28; MPTP block: 2.4; PfG6PD inh: -4; NR3A LBD binder: 1; ATG4B inh: -10; HKDC1 inhibitor: 10; SENP7 block: -2

How did Clc1nnc(NN=C2CCCC2)c2ccccc12 do in these assays?
SENP6 block: 13; SENP8 block: 1; MPTP block: 4.3; PfG6PD inh: 7; NR3A LBD binder: 2; ATG4B inh: 5; HKDC1 inhibitor: 5; SENP7 block: 0

The list goes on; the last 2 above are carried over.
What do the screens show for `CCN(CC)C(=O)CSc1nc(N)c(C#N)c(-c2cccs2)c1C#N`?
SENP6 block: -8; SENP8 block: -28; MPTP block: 2.4; PfG6PD inh: -4; NR3A LBD binder: 1; ATG4B inh: -10; HKDC1 inhibitor: 10; SENP7 block: -2

How did Clc1nnc(NN=C2CCCC2)c2ccccc12 do in these assays?
SENP6 block: 13; SENP8 block: 1; MPTP block: 4.3; PfG6PD inh: 7; NR3A LBD binder: 2; ATG4B inh: 5; HKDC1 inhibitor: 5; SENP7 block: 0

How did O=C1CCC/C(=N/NC(=O)C2CCN(S(=O)(=O)c3cccs3)CC2)C1 do in these assays?
SENP6 block: 11; SENP8 block: -15; MPTP block: 0.5; PfG6PD inh: -10; NR3A LBD binder: 1; ATG4B inh: 6; HKDC1 inhibitor: 11; SENP7 block: 0

Results for Cc1noc(C)c1COC(=O)c1cc2c3ccccc3n(C)c2s1 ?
SENP6 block: 4; SENP8 block: -194; MPTP block: -1.2; PfG6PD inh: 16; NR3A LBD binder: 2; ATG4B inh: -9; HKDC1 inhibitor: 2; SENP7 block: 6

What do the screens show for `Cc1ccc(C(C)C)c2oc(=O)cc(-c3ccc(-c4ccc(C(F)(F)F)cc4)cc3)c12`?
SENP8 block: 10; MPTP block: 0.9; PfG6PD inh: -3; NR3A LBD binder: -5; ATG4B inh: 1; HKDC1 inhibitor: -5; SENP7 block: -5

Results for Cn1c(O)c(C=Nc2ccc(Br)cc2)sc1=O ?
SENP6 block: 23; SENP8 block: 21; MPTP block: 1.5; PfG6PD inh: 7; NR3A LBD binder: -1; ATG4B inh: 2; HKDC1 inhibitor: -5; SENP7 block: 48

What do the screens show for `CCOC(=O)CCCOC(=O)c1ccc(S(=O)(=O)N(C)C)cc1`?
SENP6 block: -1; SENP8 block: 18; MPTP block: -0.2; PfG6PD inh: -21; NR3A LBD binder: 0; ATG4B inh: -4; HKDC1 inhibitor: -1; SENP7 block: 0

Results for Cc1ccc(CS(=O)(=O)c2ncc(Cl)c(C(=O)Nc3ccc(OC(F)F)cc3)n2)cc1 ?
SENP6 block: -22; SENP8 block: 12; MPTP block: -4.3; PfG6PD inh: 20; NR3A LBD binder: -5; ATG4B inh: 1; HKDC1 inhibitor: 10; SENP7 block: -2

Results for O=C(/C=C/c1ccc(F)cc1)N1CCc2ccccc2C1 ?
SENP6 block: 30; SENP8 block: 22; MPTP block: -0.6; PfG6PD inh: 17; NR3A LBD binder: 1; ATG4B inh: 14; HKDC1 inhibitor: -1; SENP7 block: 7

What do the screens show for `O=C(Nc1ccc(F)cc1)c1sc2cc(C(F)(F)F)cnc2c1-c1cccs1`?
SENP6 block: -35; SENP8 block: -30; MPTP block: 6.2; PfG6PD inh: -1; NR3A LBD binder: -6; ATG4B inh: -1; HKDC1 inhibitor: -6; SENP7 block: 11

What do the screens show for `CC[C@]12c3[nH]c4ccc(Cl)cc4c3CCN1C(=O)[C@@H](CC(=O)NCCC1=CCCCC1)C[C@@H]2C(=O)N1CCN(C(=O)C2CC2)CC1`?
SENP8 block: 8; MPTP block: 0.0; PfG6PD inh: -8; NR3A LBD binder: 0; ATG4B inh: -7; HKDC1 inhibitor: 16; SENP7 block: 10

How did COc1ccccc1NC(=O)c1cc2ccccc2o1 do in these assays?
SENP6 block: 57*; SENP8 block: 29; MPTP block: -0.7; PfG6PD inh: 30; NR3A LBD binder: 1; ATG4B inh: -7; HKDC1 inhibitor: -7; SENP7 block: 44

What do the screens show for `CC(C)(C)CC(=O)Nc1ccc(Nc2ccccc2)cc1`?
SENP6 block: -17; SENP8 block: 25; MPTP block: -0.3; PfG6PD inh: 6; NR3A LBD binder: -7; ATG4B inh: -9; HKDC1 inhibitor: 2; SENP7 block: -2

Results for Cc1nn(Cc2ccc(Cl)cc2)c(Cl)c1/C=N/NC(=O)CNc1ccccc1F ?
SENP6 block: -2; SENP8 block: 7; MPTP block: 2.5; PfG6PD inh: -3; NR3A LBD binder: 16*; ATG4B inh: -11; HKDC1 inhibitor: -14; SENP7 block: -2

How did CC(C)(C)[C@H]1COC(=O)CCCC/C=C\C[C@H](CC(=O)N(CCO)Cc2ccccc2)C(=O)N1 do in these assays?
SENP6 block: -14; SENP8 block: 9; MPTP block: -3.1; PfG6PD inh: 11; NR3A LBD binder: 3; ATG4B inh: -7; HKDC1 inhibitor: -8; SENP7 block: -5

Results for Cc1cc(NS(=O)(=O)c2ccc(NC(=O)c3cc4c(=O)n5ccccc5nc4s3)cc2)nc(C)n1 ?
SENP8 block: -329; MPTP block: 0.9; PfG6PD inh: 2; NR3A LBD binder: 4; ATG4B inh: -1; HKDC1 inhibitor: 9

How did CCOc1cc(N2CCOCC2)c(OCC)cc1NC(=O)COc1cccc2cccnc12 do in these assays?
SENP6 block: -27; SENP8 block: 24; MPTP block: 0.0; PfG6PD inh: 10; NR3A LBD binder: -3; ATG4B inh: 2; HKDC1 inhibitor: -2; SENP7 block: -3

How did CC1CCCN(C(=O)c2ccc(S(=O)(=O)Nc3ccccc3Cl)cc2)C1 (stereo unspecified) do in these assays?
SENP6 block: -20; SENP8 block: 16; MPTP block: -0.4; PfG6PD inh: -19; NR3A LBD binder: -8; ATG4B inh: -1; HKDC1 inhibitor: -4; SENP7 block: -1

What do the screens show for `COc1ccc(C(=O)Nc2cc(-c3ccc(C)cc3)no2)cc1`?
SENP6 block: -16; SENP8 block: 12; MPTP block: 1.7; PfG6PD inh: -16; NR3A LBD binder: 11*; ATG4B inh: 5; HKDC1 inhibitor: -1; SENP7 block: 1

How did COc1cccc(NC(=O)Nc2cccc(C)n2)c1 do in these assays?
SENP6 block: 11; SENP8 block: 9; MPTP block: -0.2; PfG6PD inh: 7; NR3A LBD binder: -1; ATG4B inh: -10; HKDC1 inhibitor: -4; SENP7 block: 5

How did COc1ccccc1CNC(=O)CCCN1C(=O)COc2ccc(C)cc21 do in these assays?
SENP6 block: -15; SENP8 block: 14; MPTP block: 1.1; PfG6PD inh: -4; NR3A LBD binder: 1; ATG4B inh: 3; HKDC1 inhibitor: -12; SENP7 block: -4

What do the screens show for `CCN(CC(=O)Nc1ccc(OC)cc1)C(=O)c1ccc([N+](=O)[O-])cc1`?
SENP6 block: 2; SENP8 block: -9; MPTP block: 2.9; PfG6PD inh: -22; NR3A LBD binder: 0; ATG4B inh: -13; HKDC1 inhibitor: -1; SENP7 block: -17

Screening data as filed in PubChem BioAssay.
